Screening results deposited in PubChem by several laboratories.
Tat transport: inhibitors of E. coli Tat protein transport. E. coli MC4100 TorA-mCherry Tat export, fluorescence. inhibition, % at 10 µM. 340,000 compounds, 0.036% hits. AID 488895;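 active = mean replicate inhibition at least 50% and at least half of replicates individually reaching 50%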;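 also: exported cargo escapes ClpAP degradation while cytoplasmic cargo is degraded and loses fluorescence; 0% = median of neutral control wells and 100% = median of NaSCN control wells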
PKA-R2B act: activates the human PKA-R2B holoenzyme complex; PKA-R2B holoenzyme dissociation, Cy5-IP20 fluorescence polarization; R2B truncated from residue 108, S112A mutant; 0% DMSO only, 100% 113 µM cGMP; activation, % at 11.4 µM; 340,000 compounds, 0.079% hits;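 active = activation above a cutoff set at the mean over all compounds plus 3 SD, cut at about 18% in these data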;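 also: higher means more holoenzyme dissociation and a rise in polarization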
OPRM1-OPRD1 inv: inverse agonist of human OPRM1-OPRD1 heterodimerization | inhibition, % at 9.3 µM | cell-based MOR-DOR heterodimer luminescence, inverse agonism | 340,000 compounds, 0.21% hits; in the data active = inhibition above about 22%, passing the limit was not always enough;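 also: 0% = cells with DMSO and 100% = wells without cells with DMSO; values of inactives mirror those of a sister screen read the other way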
Target sequence (P35372 whole entry, looked up): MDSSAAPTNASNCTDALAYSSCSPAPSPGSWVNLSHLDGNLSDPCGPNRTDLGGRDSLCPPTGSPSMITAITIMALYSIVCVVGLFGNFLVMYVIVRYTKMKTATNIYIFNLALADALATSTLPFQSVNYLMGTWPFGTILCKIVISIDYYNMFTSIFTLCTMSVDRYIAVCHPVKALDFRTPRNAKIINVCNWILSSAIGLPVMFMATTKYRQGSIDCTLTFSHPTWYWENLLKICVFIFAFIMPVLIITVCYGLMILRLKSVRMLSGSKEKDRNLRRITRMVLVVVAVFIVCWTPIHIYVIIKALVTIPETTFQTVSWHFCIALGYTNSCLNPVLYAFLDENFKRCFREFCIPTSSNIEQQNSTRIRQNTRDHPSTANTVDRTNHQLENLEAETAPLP
Target sequence (P41143 whole entry, looked up): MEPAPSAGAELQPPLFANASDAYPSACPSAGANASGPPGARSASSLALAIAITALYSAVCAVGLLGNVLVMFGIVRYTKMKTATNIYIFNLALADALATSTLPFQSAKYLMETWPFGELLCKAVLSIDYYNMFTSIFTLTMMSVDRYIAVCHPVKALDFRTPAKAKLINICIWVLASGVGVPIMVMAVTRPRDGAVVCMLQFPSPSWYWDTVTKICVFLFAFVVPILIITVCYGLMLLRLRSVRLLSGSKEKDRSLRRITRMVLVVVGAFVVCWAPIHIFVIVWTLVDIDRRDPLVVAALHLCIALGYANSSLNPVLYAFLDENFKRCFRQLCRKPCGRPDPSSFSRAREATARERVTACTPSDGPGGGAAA
HTR5A inv ag: counter-screen for OPRM1-OPRD1 inverse agonists: human HTR5A inverse agonism. P47898. inhibition, % at 9.3 µM. HTR5A cell line, luminescence. 340,000 compounds, 0.083% hits; in the data active = inhibition mostly above about 23%, no sharp cut-off; inactive = mostly below about 18%;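 also: 0% = cells with DMSO and 100% = no-cell wells with DMSO; some compounds called inactive have numbers as strong as hits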
PfHsp90 set2: growth inhibition of yeast expressing Plasmodium Hsp90; AID 504621; S. cerevisiae expressing PfHsp90, BacTiter-Glo ATP, 48 h; yeast lacking PDR1 and PDR3 efflux regulators; 310,000 compounds, 0.32% hits; inhibition, % at 9.4 µM;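 active = every replicate shows inhibition above about 80%, whatever the replicate mean, limit read from the data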;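 also: 0% = DMSO neutral controls and 100% = 20 µM radicicol positive controls; yeast relying on Plasmodium falciparum Hsp90 in place of its own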
AddAB inh: less growth of phage-infected E. coli with AddAB; E. coli expressing H. pylori AddAB, absorbance growth; inhibition, % at 11.9 µM; 330,000 compounds, 0.29% hits; AID 435030; in the data active = inhibition above about 12%;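 also: 0% = vehicle wells of infected cells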
OPRM1-OPRD1 ag: OPRM1-OPRD1 heterodimerization agonism | AID 504326 | 340,000 compounds, 0.3% hits | activation, % at 9.3 µM | cells, luminescence | P35372+P41143; in the data active = activation above about 18%;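 also: 0% = vehicle-treated cells and 100% = reference agonist; values of inactives mirror those of a sister screen read the other way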
SUMO Mot1 rescue: SUMOylation pathway inhibition by Mot1-301 growth rescue; S. cerevisiae Mot1-301 growth rescue, ATP luminescence, 38.5C; percent above DMSO median, 100 means doubled; growth rescue, % at 18.8 µM; 320,000 compounds, 1% hits; AID 2716;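 active = every valid replicate shows activation above 250% relative to neutral control wells; inactive = the rest, any valid replicate at or below 250%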;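 also: OY570 slx delta 5 strain wells were the positive control but not used for scaling; some compounds called inactive have numbers as strong as hits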
Ecoli viability: counter-screen for AddAB inhibitors: E. coli growth inhibition; AID 449728; 330,000 compounds, 0.27% hits; E. coli V3065 growth, OD600 absorbance, 18 h; inhibition, % at 11.9 µM;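 active = inhibition above the campaign's mean inhibition across all tested compounds plus 3 SD, cut at about 9.9% in these data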;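 also: uninfected addAB+ strain grown without phage in ampicillin broth; 0% = DMSO wells and 100% = ciprofloxacin 0.95 µg/ml wells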
PKA-R1A activ: activators of PKA-R1A complex; P00514+P68181; PKA-R1A dissociation, Cy5-IP20 fluorescence polarization; scaled: DMSO 0%, 113 µM cGMP 100%; activation, % at 11.4 µM; 340,000 compounds, 0.083% hits; AID 504707;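 active = percent activation above the mean of all tested compounds plus 3 SD, cut at about 19% in these data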;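 also: higher means more PKAc released from R1A so a rise in polarization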
phage Ecoli inh: E. coli growth loss with phage present; AID 651602; 360,000 compounds, 0.26% hits; growth absorbance; inhibition, % at 11.9 µM; in the data active = inhibition above about 11%
The depositor's hits bear a star; x = no result given. Rows were taken by chance; 2.2% or so of the library scored in one or more.

SMILES	Tat transport	PKA-R2B act	OPRM1-OPRD1 inv	HTR5A inv ag	PfHsp90 set2	AddAB inh	OPRM1-OPRD1 ag	SUMO Mot1 rescue	Ecoli viability	PKA-R1A activ	phage Ecoli inh
CCCS(=O)(=O)c1nc(S(=O)(=O)c2ccc(C)cc2)c(N2CCc3ccccc3C2)s1	0.0	4.7	4.5	23.7	-1.4	1.1	-0.9	-7.8	-0.3	-6.7	2.7
CCCCSc1nc2sc3c(c2c(=O)n1-c1ccc(OC)cc1)CCN(C)C3	-7.3	9.2	14.3	-9.0	5.1	x	-2.6	x	x	-1.3	0.1
COc1ccc(Cl)cc1N(CC(=O)Nc1ccc2c(c1)OCCO2)S(C)(=O)=O	-7.5	-5.7	-10.5	2.4	-41.9	1.2	2.4	92.9	0.7	-0.2	2.3
Cc1nn(-c2ccc(F)cc2)c(C)c1CN1CCN(CCC(C)C)C(CCO)C1 (stereo not given)	6.5	-5.5	-0.5	-1.2	58.3	-2.1	0.1	2.2	-1.3	-7.4	1.8
COc1ccc(-c2nnn(CC(=O)Nc3sc4c(c3C#N)CCCC4)n2)cc1	-12.8	-1.4	4.0	15.3	x	2.0	-0.7	x	-1.6	-5.1	0.5
Cc1cc(C)cc(OCC(=O)N/N=C/c2ccccn2)c1	-3.7	-5.7	-1.5	1.1	5.0	-2.0	0.3	-24.5	-1.6	-3.5	-1.9
Cn1c(=O)cc(OCCCC(=O)Nc2ccc3c(c2)OCCO3)c2ccccc21	8.2	-2.0	12.2	-1.8	x	1.7	-2.7	36.1	0.1	-3.9	3.7
Fc1cccc(Nc2nc(N3CCOCC3)nc(N3CCOCC3)n2)c1	-3.4	6.3	3.0	2.1	4.9	2.2	-0.6	-14.9	-0.4	3.8	2.2
CC(=O)Nc1cccc(C(=O)OCC(=O)NC(=O)Cc2ccccc2)c1	2.8	2.0	4.4	-5.3	-0.1	1.2	-0.8	-1.8	-0.9	-3.3	3.8
CCOC(=O)C1CCCN(C(=O)c2ccc(C)c(NC(=O)C3=C(C)OCCS3)c2)C1 (stereo not given)	13.8	3.5	1.8	-60.7	-0.1	2.5	-0.3	-2.3	-1.5	2.8	2.5
O=C(NCc1ccccn1)C1CCN(S(=O)(=O)N2CCCCC2)CC1	5.2	-0.9	-3.4	0.9	-11.6	5.4	0.6	4.2	2.9	-3.5	1.0
N#CC1(NC(=O)COC(=O)c2nccnc2N)CCCCC1	-8.6	-0.9	13.6	8.1	x	-1.5	-2.1	-12.5	1.0	-3.5	2.9
C=CCN(c1ccc(OC)cc1)S(=O)(=O)c1ccc(Cl)c(C(=O)OCC(=O)c2c(N)n(C)c(=O)n(C)c2=O)c1	-2.0	2.2	-4.4	7.8	16.7	x	1.1	x	x	-5.7	1.2
Cc1ccc(Cl)cc1N1CCN(S(C)(=O)=O)CC1	2.5	-6.9	-0.6	-14.5	-4.2	1.9	0.1	-16.4	-3.6	3.9	4.9
CCN1/C(=C2\OC(=S)N(C)C2=O)Sc2ccccc21	4.6	1.1	5.2	-19.0	2.6	1.3	-0.9	178.0	-1.2	-3.2	1.6
CC(=O)Nc1ccc(S(=O)(=O)N2CCN(C(=O)c3ncoc3-c3ccccc3F)CC2)cc1	-7.9	-5.7	-8.1	7.9	-10.5	4.3	1.5	-6.4	1.1	6.4	3.0
COC(=O)C1CCN(C(=O)CN2C(=O)NC(CC(C)C)C2=O)CC1 (stereo not given)	0.6	-2.9	9.2	-19.9	-21.4	1.3	-2.3	0.1	-3.6	-2.0	4.0
Cc1ccc(S(=O)(=O)N2CCc3ccccc3CC2)cc1	6.6	-21.0	-11.7	3.9	-6.4	x	2.4	x	x	-15.3	4.5
CCC(C(=O)NCCCN1CC(C)CC(C)C1)n1nc(C)c2sc3ccccc3c2c1=O (stereo not given)	-2.1	8.6	14.7	10.3	1.2	2.4	-2.9	-10.6	-0.2	-0.1	3.2
COc1ccc(C(=O)OCCc2ccc(O)cc2)cc1	7.3	5.7	-1.5	-3.4	-12.4	4.7	0.3	9.2	2.4	11.6	3.0
CN(c1ccc(O)cc1)c1nc(-c2ccccc2)cs1	6.6	0.2	-10.1	8.1	-28.7	7.3	1.9	55.3	4.5	-18.2	3.0
CCOC(=O)c1sc2nc(SCC(=O)N(CC)CC)n(CCCN3CCCC3=O)c(=O)c2c1C	-8.1	-4.1	11.7	7.2	5.8	-1.0	-2.5	45.5	-0.8	6.5	-0.6
CN(C)C(=O)c1cc([N+](=O)[O-])cc([N+](=O)[O-])c1N(C)C	-0.1	-7.5	8.1	-2.4	7.0	3.3	-1.5	157.4	3.4	-0.1	1.6
O=C(O)CNC(=O)c1ccc(N2CCOCC2)cc1[N+](=O)[O-]	4.2	-4.8	13.0	12.5	6.6	-1.4	-2.5	x	2.4	1.1	4.9
CSCCC(NC(=O)c1cc([N+](=O)[O-])cc([N+](=O)[O-])c1)c1nc2ccccc2[nH]1 (stereo not given)	5.0	-0.5	-24.2	-39.8	-31.1	2.7	4.5	-3.6	-0.2	0.5	1.6
CC[C@]12c3[nH]c4cc(-c5ccco5)ccc4c3CCN1C(=O)[C@@H](CC(=O)NCc1cccc(C(F)(F)F)c1)C[C@@H]2C(=O)N1CCN(C(=O)c2ccco2)CC1	12.6	-2.7	-0.8	-12.1	6.4	-1.4	0.2	x	-2.7	-1.6	-3.1
Cc1nnc(NC(=O)CSc2nc3c(c(=O)n(C)c(=O)n3C)n2C(C)C)s1	-2.0	-0.4	14.1	-5.0	-16.6	3.6	-2.9	73.2	-0.7	12.3	0.5
Cc1ccc(-n2nnnc2SCC(=O)c2cc(C)n(-c3cc(C)on3)c2C)c(C)c1	0.0	2.7	9.3	-6.7	-0.3	-0.6	-1.6	-1.2	-0.1	5.1	-0.2
O=C1NCCn2nc3ccccc3c21	-31.2	-15.5	9.4	-11.1	5.6	3.2	-1.6	3.1	-0.3	1.0	1.6
CCn1cnc2c1c(=O)n(CC(=O)O)c(=O)n2Cc1ccccc1	-3.4	-8.4	4.1	0.7	25.0	1.4	-0.6	6.8	-1.8	-10.3	-1.6
CC(=O)Nc1ccc(NC(=O)CSc2cn(CC(=O)N3CCOCC3)c3ccccc23)cc1	9.5	-5.3	17.1	-1.7	-5.1	2.9	-3.2	13.4	-1.5	-1.7	2.4
CCN1CCCC1CNC(=O)C1CCN(C(=O)c2cc3sccc3n2Cc2ccc(F)cc2)CC1 (stereo not given)	0.8	8.2	10.2	-8.4	8.6	-0.4	-2.0	44.8	1.2	6.3	-0.6
CCCCCCN1C2=NCCCN2c2ccccc21	-2.7	3.8	11.8	-21.5	-7.2	-0.3	-2.3	-9.3	2.0	4.7	4.8
COc1ccc(NC(=O)CC(c2ccco2)C(C)C)cc1 (stereo not given)	4.2	-3.2	13.8	9.4	-10.1	-0.6	-3.1	3.3	0.3	-6.7	1.4
O=c1oc2ccccc2cc1-c1csc(Cc2nc(-c3ccc(Br)cc3)cs2)n1	1.6	-2.6	-2.0	6.6	6.0	3.0	0.4	-5.4	-2.2	3.4	2.1
O=C(NCc1ccccc1)c1cccc(COc2cccc(Cl)c2)c1	5.8	-4.7	-14.3	-16.7	-28.3	3.1	2.4	276.3	2.5	0.7	3.0
Cc1ccc(Nc2cc(C)nc(-c3ccccc3O)n2)cc1	1.2	-2.4	-11.2	-12.6	x	1.4	1.9	11.7	3.0	-8.6	-7.6
CC1CC(C)CN(C(=O)CCC(=O)Nc2nnc(C3CCCCC3)s2)C1 (stereo not given)	2.6	-2.1	-12.9	-22.4	-13.4	3.9	2.6	233.6	2.8	0.4	3.8
COCC(C)N=C1NN=C(c2ccc(NC(C)=O)cc2)CS1 (stereo not given)	-9.9	-1.1	8.4	8.8	x	1.4	-1.8	-3.0	0.7	-17.2	-0.1
CCOc1ccc(NC(=O)CN(C)C(=O)c2c(C)nn(-c3ccc(F)cc3)c2Cl)cc1OCC	3.6	-4.7	-1.3	-5.2	0.3	2.0	0.2	82.4	1.3	-5.9	1.9
Cc1cccc(N(Cc2cc3ccc(C)cc3[nH]c2=O)C(=O)c2ccco2)c1	-9.7	-4.3	17.5	-0.1	-27.9	-3.0	-3.3	-26.2	-1.2	-2.5	2.4
CCOCCc1nn2c(=O)cc(CSCC(=O)Nc3cccc(C)c3C)nc2s1	-8.1	3.8	17.9	-19.7	-26.3	4.1	-3.4	248.8	1.4	-6.9	3.7
COC(C[C@H](O)CC(=O)[C@H](C)OCc1ccccc1)OC	-15.3	-0.1	8.5	8.7	x	x	-1.6	x	x	-0.9	2.1
CC1CCN(CCc2nc3cc(NC(=O)COc4ccc([N+](=O)[O-])cc4)ccc3n2C)CC1	-5.6	-2.4	5.3	15.4	8.5	0.1	-1.0	63.0	1.4	-11.8	0.1
CC1c2c([nH]c3ccccc23)CCC1C(=O)O (stereo not given)	-8.4	-7.2	7.7	-8.2	0.1	4.0	-1.5	8.9	-0.9	-6.2	0.3
CCN(CC)CCCNC(=O)c1ccc(S(=O)(=O)Nc2ccc(C)c(C)c2)cc1	4.9	-6.5	16.4	1.4	-31.2	2.0	-4.0	-10.5	1.4	-3.0	0.6
COC(=O)Cc1c(C)nc2nc(-c3ccco3)[nH]n2c1=O	7.2	-13.5	11.4	-1.8	13.0	3.4	-2.8	-23.8	1.2	-4.3	4.3
Cc1cc(=O)n2[nH]cc(C(=O)O)c2n1	13.0	6.0	19.1	-28.4	15.7	0.2	-3.4	17.8	0.4	-6.7	0.6

Overlap with the part before: two compounds, then new ones.
SMILES	Tat transport	PKA-R2B act	OPRM1-OPRD1 inv	HTR5A inv ag	PfHsp90 set2	AddAB inh	OPRM1-OPRD1 ag	SUMO Mot1 rescue	Ecoli viability	PKA-R1A activ	phage Ecoli inh
COC(=O)Cc1c(C)nc2nc(-c3ccco3)[nH]n2c1=O	7.2	-13.5	11.4	-1.8	13.0	3.4	-2.8	-23.8	1.2	-4.3	4.3
Cc1cc(=O)n2[nH]cc(C(=O)O)c2n1	13.0	6.0	19.1	-28.4	15.7	0.2	-3.4	17.8	0.4	-6.7	0.6
O=C(O)c1ccc(NS(=O)(=O)c2ccc(NC(=O)c3ccccc3Cl)cc2)cc1	-2.4	7.6	2.5	-16.4	6.2	0.8	-0.5	22.9	-3.7	-2.6	1.1
Cn1nccc1C(=O)N1CCCC(C(=O)c2cccc3ccccc23)C1 (stereo not given)	3.7	-17.7	2.1	5.3	-8.1	0.6	-0.3	-19.0	-0.6	11.8	3.8
O=C(NCC1CCCO1)c1cc(C(=O)c2ccc(Cl)cc2Cl)c[nH]1 (stereo not given)	5.9	-9.8	9.3	-30.3	15.7	3.8	-1.7	385.7	0.2	-14.5	1.7
COc1ccc(NC(=O)/C=C/c2cc(Br)ccc2OC)cc1	4.1	-1.0	-6.2	7.3	3.5	4.0	1.1	7.5	3.4	0.9	1.6
